# Screening results: PubChem, The Scripps Research Institute Molecular Screening Center
# FBW7 act = FBW7 E3 ligase activators, primary screen, biochemical, AlphaScreen, human. AlphaScreen FBW7–phospho-cyclin E peptide binding, activator screen. AID 1259310, 2017. 650,000 compounds, 0.13% hits. normalized activity (activation), % at 26.1 µM; in the data active means normalized activity above about 1.9%;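 further: purified mutant Fbw7 with reduced substrate affinity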
# TEAD-YAP block = TEAD-YAP interaction inhibition, primary screen, TEAD-YAP interaction inhibitor project, luminescence, HEK-TIYL cells | TEAD-Gal4/YAP UAS-luciferase luminescence | inhibition, % at 9.12 µM | 640,000 compounds, 1.4% hits; in the data active means inhibition above about 32%;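 further: 0% = median of test compound wells and 100% = reference inhibitor wells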
# MITF inh = MITF inhibitors, primary screen, biochemical, AlphaScreen, human | Microphthalmia-associated transcription factor (Homo sapiens), O75030 | AlphaScreen MITF homodimerization, bead proximity signal | inhibition, % at 2.6 µM | 650,000 compounds, 0.91% hits | AID 1259374, 2018; in the data active means inhibition above about 50%;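 further: 0% = vehicle wells with protein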
# Target sequence (O75030 whole entry, looked up): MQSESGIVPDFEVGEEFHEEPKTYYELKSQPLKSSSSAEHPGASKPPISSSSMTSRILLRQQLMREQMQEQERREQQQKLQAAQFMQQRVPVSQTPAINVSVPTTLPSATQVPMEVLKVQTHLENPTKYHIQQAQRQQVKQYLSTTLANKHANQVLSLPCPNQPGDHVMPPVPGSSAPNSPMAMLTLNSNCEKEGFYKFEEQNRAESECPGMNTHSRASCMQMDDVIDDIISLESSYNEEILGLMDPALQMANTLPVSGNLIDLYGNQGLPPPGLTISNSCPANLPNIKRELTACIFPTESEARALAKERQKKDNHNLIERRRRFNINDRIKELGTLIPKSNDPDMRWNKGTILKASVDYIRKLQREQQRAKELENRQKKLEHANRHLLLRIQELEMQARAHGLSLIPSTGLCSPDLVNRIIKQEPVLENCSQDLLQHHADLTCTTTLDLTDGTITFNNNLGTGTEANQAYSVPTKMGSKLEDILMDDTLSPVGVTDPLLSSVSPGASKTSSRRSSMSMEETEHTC
# GPR151 ag = activators of human GPR151, primary screen, cell-based, PathHunter beta-arrestin, luminescence; PathHunter beta-arrestin GPR151 cells; activation, % at 11.2 µM; 650,000 compounds, 1% hits; AID 1508602, 2020; in the data active means activation above about 4.9%;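 further: 0% = median of compound wells and 100% = cells with positive control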
# Target sequence (Q8TDV0 whole entry, looked up): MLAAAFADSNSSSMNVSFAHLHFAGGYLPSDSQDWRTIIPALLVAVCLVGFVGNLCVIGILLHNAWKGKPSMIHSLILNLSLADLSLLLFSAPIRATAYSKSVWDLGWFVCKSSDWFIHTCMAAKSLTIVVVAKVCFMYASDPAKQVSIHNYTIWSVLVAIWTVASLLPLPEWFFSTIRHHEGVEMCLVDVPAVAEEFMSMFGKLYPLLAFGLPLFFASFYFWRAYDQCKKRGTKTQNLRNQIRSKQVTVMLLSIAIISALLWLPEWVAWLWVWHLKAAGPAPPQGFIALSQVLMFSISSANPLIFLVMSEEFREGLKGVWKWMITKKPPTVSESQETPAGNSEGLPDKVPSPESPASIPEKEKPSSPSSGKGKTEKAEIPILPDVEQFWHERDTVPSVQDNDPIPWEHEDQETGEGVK
# * hit, by the source's call; nt = no result given; & = joins results of further samples.
smiles	GPR151 ag	FBW7 act	MITF inh	TEAD-YAP block
Cc1ccc(Cn2c(=O)c(CCC(=O)O)nc3ccccc32)cc1	0.5	0.0	9.5	3.0
O=S(=O)(NCc1ccc2c(c1)OCO2)c1ccc(-c2ncnc3[nH]ccc23)cc1	0.2	-0.1	0.2	-14.2
CCN(CC)C(=O)CSc1nc(C2CC2)nc2sc(C)c(C)c12	-0.8	-0.1	4.8	0.1
CCCS(=O)(=O)N1CCN(C(=O)c2ccccc2Cl)CC1	0.4	0.0	-12.8	-4.2
Cc1cc(C)cc(OCC(=O)NNC(=O)c2ccc(C(C)(C)C)cc2)c1	0.7	0.1	-6.2	8.2
Cc1nnc(-c2ccc(OCC(=O)Nc3ccccc3F)cc2)o1	-1.9	0.9	21.4	-60.8
Cc1cc(C)cc(OCC(=O)NNC(=O)c2cccc(Cl)c2)c1	0.6	-0.1	0.3	-6.6
CCc1ccc2nc(N3CCC(C(=O)NCCC(C)C)CC3)sc2c1	-0.7	0.0	-3.7	-31.6
O=C1N[C@@H](Cc2ccccc2)C(=O)N2C[C@@H](NCc3cc4ccccc4s3)C[C@@H]12	-1.8	0.0	-19.2	-7.9
COCc1cccc(-c2ccc(C(=O)Nc3cccc(OC)c3)c(N3CCOCC3)n2)c1	-1.3	0.2	-10.5	-6.5
CCOc1cc(-c2nc3sc4c(c3c(=O)[nH]2)CCCC4)ccc1OC(=O)c1cccc([N+](=O)[O-])c1	1.1	0.3	5.3	10.1
O=C(O)c1cccc(-c2ccc(/C=c3\sc4nc(=O)c5c6c(sc5n4c3=O)CCCC6)o2)c1	-1.0	-0.2	11.4	-4.3

# Compound profiles, as listed above:
# COCc1cccc(-c2ccc(C(=O)Nc3cccc(OC)c3)c(N3CCOCC3)n2)c1 in the list: GPR151 ag: -1.3; FBW7 act: 0.2; MITF inh: -10.5; TEAD-YAP block: -6.5
# CCN(CC)C(=O)CSc1nc(C2CC2)nc2sc(C)c(C)c12 in the list: GPR151 ag: -0.8; FBW7 act: -0.1; MITF inh: 4.8; TEAD-YAP block: 0.1
# Cc1nnc(-c2ccc(OCC(=O)Nc3ccccc3F)cc2)o1 in the list: GPR151 ag: -1.9; FBW7 act: 0.9; MITF inh: 21.4; TEAD-YAP block: -60.8

# Next results:
smiles	GPR151 ag	FBW7 act	MITF inh	TEAD-YAP block
COc1ccc(OCC2c3cc(OC)c(OC)cc3CCN2C(=O)c2cc(OC)c(OC)c(OC)c2)cc1 (centres undefined)	0.0	-0.2	3.0	0.4
Cc1cc(C)c2nc3s/c(=C/c4cccn4-c4ccc([N+](=O)[O-])cc4)c(=O)n3c2c1	1.2	-0.1	8.4	4.6
CCCOc1ccc(C(=O)Nc2nc3c(OCC)cccc3s2)cc1	-1.5	0.4	8.6	20.6
Cc1cccc(NC(=O)c2ccc3c(=O)n(-c4cccc(C(F)(F)F)c4)c(=S)[nH]c3c2)c1	-1.7	0.0	12.9	1.2
O=C(O)c1c2ccccc2cc2ccccc12	-1.5	0.0	15.2	nt
Cc1cccc(NC(=O)CN2C(=O)N/C(=C/c3cccc(C(F)(F)F)c3)C2=O)c1	0.5	-0.1	11.8	-3.1
Cc1cccc(C(=O)NCc2nnc(SCCOc3ccccc3)n2C)c1	-0.7	-0.1	-4.4	-4.6
Cc1ccc(NC(=O)CN(c2ccc(Cl)cc2)S(C)(=O)=O)cc1Cl	-0.6	0.0	-1.7	-7.8
CCc1cc2c(-c3ccccc3)cc(=O)oc2cc1OCC(=O)N(C)C	-2.1	0.2	10.8	12.3
CN(Cc1nc2ccccc2n1C)S(=O)(=O)c1ccc(Cl)cc1	-0.7	0.0	14.3	9.9
O=C(Cn1c2ccccc2c(=O)c2ccccc21)Oc1cccc(Br)c1	-0.4	0.0	-2.1	-6.5
CN(C)c1ccc(N2C(=O)c3ccc4c5c(ccc(c35)C2=O)C(=O)N(c2ccc(N(C)C)cc2)C4=O)cc1	-0.8	0.0	10.4	-8.7
CCCCNC(=O)CSc1nc2ccc(NC(=O)c3cccc4ccccc34)cc2s1	0.0	0.0	7.1	-18.9
O=C(/C=C/c1ccccc1)NC(O)C(=O)c1ccccc1 (centres undefined)	-0.1	0.2	4.7	-16.2
O=C(Nn1c(-c2cccc(Cl)c2)nc2ccccc2c1=O)c1ccccc1Cl	-0.8	0.0	10.7	3.6
COC(=O)c1ccc(Cl)c(S(=O)(=O)Nc2ccccc2)c1	2.4	-0.2	-5.0	-31.4
O=C(Nc1ccc(F)c(Cl)c1)c1c(O)c2ccccc2[nH]c1=O	3.3	-0.1	2.0	4.5
CCOc1ccccc1C(=O)NC(C)COC (centres undefined)	2.9	0.1	-4.9	-4.2
CCCCOC(=O)Cn1c(=N)n(CCN2CCOCC2)c2ccccc21	-0.3	0.1	8.1	10.6
CN1CCN(NC(=S)Nc2ccc(OC(F)F)cc2)CC1	0.9	-0.1	-0.9	-3.1
Cc1cc(C)nc(NS(=O)(=O)c2ccc(NC(=O)CCCN3C(=O)c4ccccc4C3=O)cc2)n1	-0.9	-0.1	-8.3	-4.8
O=C(CC1C(=O)NCCN1Cc1cccs1)NCCCc1ccccc1 (centres undefined)	-1.3	-0.1	-9.2	-2.7
COC(=O)C(CC(=O)c1ccc(Br)cc1)(Cc1ccc(Br)cc1)C(=O)OC	0.4	-0.1	-0.4	-3.0
Cc1ccc(C(=O)Nc2ccc(N3CCC(N(C)CC4COCCO4)CC3)cc2)c(C)c1 (centres undefined)	0.9	-0.2	-3.9	-7.2
CCc1ccc(/C=C2/C(=O)NN(c3ccc(I)cc3)C2=O)cc1	-0.1	0.7	8.8	-2.2
CCNC(=S)Nc1ccc(S(=O)(=O)N2CCC(C)CC2)cc1	1.1	-0.1	8.0	-7.8
Cc1cc(C)cc(N(C(C)C(=O)N2CCCCC2)S(C)(=O)=O)c1 (centres undefined)	-0.4	0.1	4.6	7.0
COc1ccc(-c2c/c(=N\N3CCN(C)CC3)c3ccccc3o2)cc1	0.3	-0.1	3.1	-39.6
C=C(C)Cn1c(N2CCN(Cc3ccccc3)CC2)nc2c1c(=O)[nH]c(=O)n2C	1.1	0.1	6.4	-13.3
O=C1C(=O)N(CCCn2ccnc2)C(c2ccco2)/C1=C(/O)c1ccc(F)cc1 (centres undefined)	3.3	-0.1	-5.3	-3.5
COCCOC(=O)c1c(C)oc2ccc(OCc3c(Cl)cccc3Cl)cc12	-0.2	-0.1	-8.9	3.1
CC(C)(C)NC(=O)CN(C(=O)c1ccc(Cl)nc1)c1cccc2ccccc12	-0.3	-0.2	5.9	15.8
CC(C)CC(NC(=O)/C(=C\c1ccc2c(c1)OCO2)NC(=O)c1ccccc1)C(=O)O (centres undefined)	-0.5	0.8	1.0	-2.4
Cc1ccc(CNC(=O)CSC2=Nc3ccccc3C3=NC(C(C)C)C(=O)N23)cc1 (centres undefined)	1.1	0.1	-8.3	-7.5
Clc1ccc2nc(-c3ccncc3)cc(-c3ccccc3)c2c1	0.3	0.2	6.0	7.5
COC(=O)c1c(-c2cccs2)csc1NC(=O)c1cc2cccc(OC)c2oc1=O	2.9	0.3	-3.1	1.2
CCOC(=O)N1CCN(C2CCc3c(sc4ncn(CCC(C)C)c(=O)c34)C2)CC1 (centres undefined)	3.3	0.1	3.6	9.2
Cc1ccc(N(CCO)C(=S)Nc2ccccc2)cc1	-0.2&2.0	-0.2&0.2	2.5&17.8	0.4&3.6
Cc1ccc2c(Cl)c(C(=O)Nc3cc(=O)n(C)c(=O)n3C)sc2c1	-0.8	-0.1	0.6	-6.4
CCOC(=O)c1nnn(-c2nonc2N)c1-c1cc(OC)c(OC)c(OC)c1	-0.9	0.9	4.9	1.1
COc1ccccc1-c1cc(C(=O)O)c2c(-c3ccc([N+](=O)[O-])cc3)[nH]nc2n1	-0.5	0.0	6.5	-4.2
CC1(C)CC(=O)C2=C(C1)OC1=C(C(=O)CC(C)(C)C1)C2c1ccc(OCC(=O)OCc2ccccc2)cc1	1.5	0.0	13.2	-13.0
CS(=O)(=O)c1ccc(-c2ccnc(NCc3ccccc3)n2)cc1	0.2	0.1	5.1	9.3
CN1CC(=O)N2CCN(C(=O)c3cccc4ccccc34)C[C@@H]2C1=O	0.2	-0.1	12.0	-3.9
Cn1c(C(=O)Nc2cccc(Br)c2)cc2c(=O)n3ccccc3nc21	-0.6	0.4	9.3	-1.8
Cc1ccc(NC(=O)CC2C(=O)N(c3ccc(Cl)cc3)C(=S)N2Cc2ccc3c(c2)OCO3)cc1Cl (centres undefined)	0.7	0.3	19.1	-24.9
O=C(CC(c1ccccc1)c1ccccc1)Nc1nn[nH]n1	1.3	-0.6	-1.5	-3.5
CCOc1cc(C2NC(=O)c3c(sc(C)c3C)N2)ccc1OC(=O)c1ccc([N+](=O)[O-])cc1 (centres undefined)	-0.6	-0.2	5.8	6.2
CN1CCN(c2ncnc3sc4c(c23)CCCC4)CC1	2.7	0.0	33.3	2.1
CCOC(=O)c1sc(NC(=O)CSc2nnc(CNC(=O)c3ccccc3F)n2-c2cc(C)ccc2C)c(C(=O)OCC)c1C	0.0	0.1	-1.2	-5.9
Cc1sc2nc(C)n(Cc3ccc(C(C)(C)C)cc3)c(=O)c2c1C	-1.7	-0.1	14.6	-64.2
c1coc(CNc2nccn3c(-c4ccco4)cnc23)c1	-0.6	0.4	3.4	-5.5
Cc1cc(NS(=O)(=O)c2cccc3cccnc23)ccc1Br	0.2	0.0	9.2	8.3
Cc1nc(C)c(C(=O)NC(c2ccccc2)c2ccccc2)o1	0.9	0.0	5.1	4.5
O=C(CCc1ccccc1)Nc1nn2c(-c3ccco3)nnc2s1	0.0	0.0	-0.4	2.8
CN(C)CC(C)(O)c1ccc2c(c1)CN(C(=O)c1ccc(C(C)(C)C)cc1)CCO2 (centres undefined)	-0.8	0.1	19.5	8.3
CN(C)c1ccc(N2C(=O)C3C4c5ccccc5C(c5ccccc54)C3C2=O)cc1 (centres undefined)	-0.4	0.1	6.8	-7.6
COc1cc(C(=O)Nc2ccc(-c3nc4cc(C)ccc4o3)cc2)cc(OC)c1OC	-0.7	0.1	-2.0	-2.4
O=C(O)c1cccc(-c2ccc3c(-c4cccc(O)c4)[nH]nc3n2)c1	-6.0	0.5	20.7	3.6
O=C(NCC(O)c1ccccc1)c1ccc(Br)cc1 (centres undefined)	-1.9	0.2	-8.8	-51.8

# (more compounds)
smiles	GPR151 ag	FBW7 act	MITF inh	TEAD-YAP block
CS(=O)(=O)c1ccc2nc(NC(=O)CCCCC(=O)O)sc2c1	3.6	0.2	10.4	4.8
COc1ccc(CCc2nnc(CCC(=O)N3[C@H](C)CCC[C@@H]3C)o2)cc1	0.6	0.1	7.4	-33.0
COc1cccc(N2C(=O)CN(Cc3cc(OC)c(OC)c(OC)c3)C2=S)c1	-1.5	0.3	15.6	-14.7
O=C(Nc1ncnc2sc3c(c12)CCC3)c1ccccc1	2.2	0.0	-12.2	-11.7
O=c1[nH]c(O)c(N=Nc2ccc3c(c2)OCO3)c(=O)[nH]1	-8.1	0.5	6.7	-8.1
Cc1ccc(CN(C(=O)c2csnn2)C(C(=O)NC2CCCC2)c2ccncc2)cc1 (centres undefined)	-0.2	0.1	21.9	1.2
CCOC(=O)C1=C(C)N=C2SCC(=O)N2C1c1cc(OC)c(OC)c(OC)c1 (centres undefined)	-0.7	0.5	15.1	7.6
COc1ccc(OC)c(NC(=O)CCN2CCOCC2)c1	-0.4	0.5	13.8	7.8
CCOC(CNC(=O)c1sc2ncn(CC(=O)N3CCC(C)CC3)c(=O)c2c1C)OCC	-1.0	-0.1	25.5	0.4
COc1cc2cc3c(N)c(C(=O)NC4CCCCC4)sc3nc2cc1OC	-0.9	0.0	-0.4	-4.2
COc1ccc(C(=O)Nc2cccc(Cl)c2)cc1I	1.0	-0.1	10.3	-29.5
CC(=O)NC(Cc1ccccc1)Cc1ccccc1	0.4	0.0	-17.8	5.2
COC(=O)c1ccccc1Nc1nc(C)nc2sc(C)cc12	0.7	0.3	14.7	8.3
COc1cc([C@@H]2C[C@H]3CN(c4ccccc4OC)C(=O)[C@]34CCCN24)ccc1F	0.3	0.1	4.3	-4.6
Nc1nonc1-n1nnc(C(=O)N2CCCCCC2)c1-c1ccccc1	-0.7	0.1	9.3	1.9
COc1ccc(/C=N/Nc2ncc(Cl)cc2Cl)cc1	-0.9	0.1	16.3	-63.5
O=C(Nc1cccc(-c2nc3ccccc3s2)c1)c1cc([N+](=O)[O-])ccc1Cl	-0.9	0.0	12.7	35.7*
CN(C)S(=O)(=O)N1CCN(S(=O)(=O)c2cccc([N+](=O)[O-])c2)CC1	-1.2	-0.1	4.9	8.1
Cc1cc(C(=O)CN2CCOCC2)c(C)n1-c1ccc(Br)cc1	-0.5	0.1	16.1	3.3
Cc1cc(=O)oc2cc(OCC(=O)Nc3ccccc3C(=O)O)ccc12	0.0	-0.2	-6.0	-8.3

# Rows are unselected. About 3.5% of those tested had a hit in this group.
